Bioassay records: PubChem, NCI
Growth percent in the NCI-60 one-dose screen (48 h, 10 µM unless noted): 100 = growth as untreated, 0 = no growth, -100 = all killed.
K-562 – K-562 leukemia | hit rate 7.4% among 78,000 | AID 1794777
RPMI-8226 – RPMI-8226 leukemia cells; hit rate 7.5% among 77,000; AID 1794781
MCF7 – MCF7 breast cancer | hit rate 6.3% among 82,000 | AID 1794796
MDA-MB-468 – MDA-MB-468 breast cancer | hit rate 8.5% among 78,000 | AID 2202374
MOLT-4 – MOLT-4 leukemia cells; hit rate 6.9% among 80,000
SR – SR leukemia cells; hit rate 8.7% among 73,000; AID 1794780
CCRF-CEM – CCRF-CEM leukemia | hit rate 7% among 77,000 | AID 1794778
MDA-MB-231 – MDA-MB-231 breast cancer; hit rate 5% among 81,000
* hit, by the source's call; . = not tested or not shown; & = joins results of further samples; [ ] = dose if it differs, or a comment. Rule for the calls: active = growth percent below 10; inactive = the rest.

SMILES	MDA-MB-231	MCF7	K-562	MDA-MB-468	CCRF-CEM	MOLT-4	RPMI-8226	SR
O=C(CCN1CC2CCC(CC2)C1)c1cccc2ccccc12	127.8	90.9	95.4	91.9	.	91.2	59.4	57.7
Nc1c(-c2nc3ccccc3[nH]2)nnn1-c1ccc(Cl)cc1	98.1	86.8	98.7	90.4	88.2	93.0	88.5	66.5
CCc1ccc(CCCC(=O)O)cc1	100.5	93.6	98.9	106.9	103.7	98.8	103.2	96.2
COc1cc(N)c2ncccc2c1Br	102.8	88.8	105.5	106.0	82.4	89.7	93.1	94.3
O=C(CCC(=O)Nc1nccs1)Nc1ccc(S(=O)(=O)N2CCOCC2)cc1	105.7	106.9	103.2	.	93.0	111.0	93.3	89.0
COc1cc(-c2ccc3ncnc(NCc4ccccc4)c3c2)cnc1OC	41.5	27.0	85.2	15.8	54.8	32.1	34.5	62.1
CCCCn1cc(-c2nc3ccccc3s2)c2cccnc21	79.0	53.5	75.7	74.2	103.8	83.6	85.7	78.7
FC(F)(F)c1ccc(/C=N/Nc2nnc3n2N=C(c2ccc(Cl)cc2)CS3)cc1	56.2	61.2	80.9	74.3	99.4	79.5	85.1	79.7
C[C@@H](O)/C=C/[C@H]1C(CO)=CC(=O)CC1(C)C	95.9	86.6	112.0	83.0	106.8	106.6	112.0	115.8
O=C(N1CCN(c2ccccc2)CC1)N1CCN(c2ccccc2)CC1	97.9	96.4	92.4	.	106.4	96.7	94.9	102.7
O=C(S)c1cccc([N+](=O)[O-])c1	105.8	100.4	101.9	117.9	91.0	93.2	88.9	95.6
CCN(CC)CC(C)(C)C(O)c1ccc(OC)c2ccccc12 (configuration not stated)	88.3	90.4	84.2	99.0	101.7	99.9	107.3	92.4

Whole records, quoted from the list. Values in the order: MDA-MB-231	MCF7	K-562	MDA-MB-468	CCRF-CEM	MOLT-4	RPMI-8226	SR
`C[C@@H](O)/C=C/[C@H]1C(CO)=CC(=O)CC1(C)C` is entered as 95.9	86.6	112.0	83.0	106.8	106.6	112.0	115.8
`O=C(N1CCN(c2ccccc2)CC1)N1CCN(c2ccccc2)CC1` is entered as 97.9	96.4	92.4	.	106.4	96.7	94.9	102.7
`Nc1c(-c2nc3ccccc3[nH]2)nnn1-c1ccc(Cl)cc1` is entered as 98.1	86.8	98.7	90.4	88.2	93.0	88.5	66.5
`CCN(CC)CC(C)(C)C(O)c1ccc(OC)c2ccccc12` (configuration not stated) is entered as 88.3	90.4	84.2	99.0	101.7	99.9	107.3	92.4
`COc1cc(N)c2ncccc2c1Br` is entered as 102.8	88.8	105.5	106.0	82.4	89.7	93.1	94.3

Carrying on.
SMILES	MDA-MB-231	MCF7	K-562	MDA-MB-468	CCRF-CEM	MOLT-4	RPMI-8226	SR
O=C(C1=CNC(=S)NC1c1ccc(O)cc1)c1cc2ccccc2oc1=O (configuration not stated)	104.5	.	90.9	99.5	92.0	94.1	88.7	75.5
CCOC(=O)C1=C(C)NC(SCc2nnc(-c3ccc(Cl)cc3)o2)=NC1c1ccc(OC)cc1 (configuration not stated)	89.8	97.0	109.5	97.8	87.1	102.1	81.7	81.9
Oc1ccc(Nc2ncnc3c2cnn3-c2cccc(F)c2)cc1	96.0	93.4	94.3	95.9	94.6	91.7	93.7	93.9
O=c1[nH]c(C(F)(F)C(F)(F)C(F)(F)F)no1	108.7	102.6	99.9	106.0	104.0	102.7	103.1	99.6
O=C1C2C3C=CC(C3)C2C(=O)N1O (configuration not stated)	105.5&105.4	96.0&94.9	105.4&105.6	108.5&109.6	101.2&90.6	96.7&88.9	102.0&90.0	98.1&95.8
N#Cc1c(-c2cccc(Cl)c2)cc(-c2ccc3ccccc3c2)[nH]c1=O	.	66.3	86.7	102.5	74.5	88.3	87.8	71.5
COc1ccc(COc2ccc(Nc3ncnc4onc(-c5ccccc5)c34)cc2)cc1	86.4	86.1	87.9	105.6	97.6	91.5	86.5	93.6
COc1nc(OC)nc(-c2cc(-c3cc(OC)c(OC)c(OC)c3)no2)n1	90.5	93.7	95.1	104.5	91.3	92.6	90.4	95.6
c1cc2c(c3c1CCCC3)CCCC2	123.8	93.6	107.7	97.4	101.5	105.6	112.5	104.1
C=CCCC(=O)N1C=CC(=O)[C@H](O)[C@@H]1/C=C/c1ccccc1	52.3[100 µM]	19.3[100 µM]	26.3[100 µM]	5.0*[100 µM]	27.7[100 µM]	36.5[100 µM]	54.2[100 µM]	43.8[100 µM]
CC(=O)OCC(OC(C)=O)C(OC(C)=O)C1OC(Oc2ccccc2)C(OC(C)=O)C1OC(C)=O (configuration not stated)	110.2	103.1	88.1	106.0	.	96.3	96.3	74.9
O=S(c1ccccc1)c1ccccc1	107.5	98.7	111.8	113.2	.	115.6	104.7	103.1
Cc1noc(N)c1C(=O)Nc1ccccc1F	121.5	99.9	92.5	98.7	98.0	96.2	.	81.4
CCOC(=O)C1CCCC(=O)C1Cc1cccc(OC)c1 (configuration not stated)	110.5	97.6	100.2	109.3	98.5	96.6	91.3	102.4
N#Cc1c(-c2ccc(Cl)cc2)nc(SC(=O)c2ccc(F)cc2)[nH]c1=O	106.6	90.0	102.2	100.8	103.6	111.8	115.9	107.5
CC(COc1ccccc1)N(CCCl)Cc1ccccc1 (configuration not stated)	91.1	78.2	.	80.9	80.0	56.2	63.5	59.9
N=C1C(=O)NC(=O)c2cc(-c3ccccc3)sc21	106.9	93.5	93.7	103.8	104.1	88.3	100.8	103.1
CC(=O)C1=C(C)NC(NN)=NC1c1cccc([N+](=O)[O-])c1 (configuration not stated)	99.8	94.0	107.9	101.1	103.0	102.5	98.1	99.0
OCCCNc1nc(O)c(/C=C2\C=Nc3ccccc32)s1	107.5	81.3	74.1	112.9	119.5	92.9	115.1	95.5
C=CCOC(=O)c1ccccc1O	110.8	92.3	64.8	89.9	85.4	74.4	59.5	122.5
[C-]#[N+]c1c(-c2ccc(OC)c(OC)c2)cc(-c2ccc(N)cc2)nc1N	114.0	84.0	91.5	105.8	89.2	89.3	100.2	81.4
CC(=O)Nc1ccc(NC(=S)Nc2ccc(NC(C)=O)cc2)cc1	89.3	85.4	116.0	98.1	99.6	98.9	88.0	86.2
N#C/C(=C\c1ccc(Cl)cc1Cl)C(=O)Nc1cc(-c2ccccc2)nn1-c1ccccc1	92.4	81.2	82.2	97.5	87.0	84.6	99.9	71.1
NNS(=O)(=O)c1ccccc1	92.4	91.0	112.7	89.9	99.2	117.9	96.0	115.5
CN(C)c1ccc(C(O)c2cc3ccccc3s2)cc1 (configuration not stated)	87.6	83.2	24.8	88.7	19.4	85.0	.	31.2
CC1CCC(C(=O)O)N1 (configuration not stated)	102.5	95.0	98.4	105.7	101.2	87.8	104.8	.
Cc1nc2nc(C)c(C)nc2nc1C	92.0	111.2	99.4	92.0	88.7	97.2	92.5	129.1
NC(/N=C/c1cc(Cl)cc(Cl)c1O)=N\S(=O)(=O)c1ccc(N=Cc2cc(Cl)cc(Cl)c2O)cc1	106.8	107.6	88.1	112.8	102.5	90.3	96.8	76.6
Nc1ccccc1-c1nn2c(CCC(=O)c3nc4ccc([N+](=O)[O-])cc4[nH]3)nnc2s1	93.7	.	98.3	109.9	100.6	98.6	90.6	75.8
Cc1ccc(NC(=O)c2ccccc2Cl)cc1	117.8	99.4	99.6	113.6	85.0	87.8	94.8	92.3
Brc1ccccc1Nc1ccc2nnc(-c3ccncc3)n2n1	107.7	84.9	46.9	85.3	85.0	92.6	91.1	61.7
CCCCNC(=O)C1(N2C(=O)c3ccccc3C2=O)CCCC1	104.1	100.5	101.5	101.1	87.8	102.1	.	105.7
CCC1(c2ccccc2)SCC(c2ccccc2)=NC1=O (configuration not stated)	92.0	97.2	73.8	87.2	87.8	89.4	.	100.8
NS(=O)(=O)Oc1ccc(NC(=O)NC23CC4CC(CC(C4)C2)C3)cc1	100.4	86.9	82.2	69.3	98.8	100.9	.	80.9
COC(=O)[C@H](Cc1ccc(O)cc1)NC(=O)C1(C)CCC[C@]2(C)[C@H]3C[C@H]4C(C(C)C)=C[C@]3(CC[C@@H]12)[C@@H]1C(=O)CCC(=O)[C@@H]14 (some centres not stated)	92.7	94.6	110.6	87.1	116.3	103.0	110.0	131.3
CC(=O)O[C@H]1CC[C@]2(C)C3=C(CC[C@H]2C1(C)C)[C@]1(C)CC[C@H](C(CC[C@H](C)C(C)C)=C(c2ccccc2)c2ccccc2)[C@@]1(C)CC3	101.8	91.2	106.7	101.9	108.4	109.1	103.3	107.9
CC/C(=C(/c1ccc(Cl)cc1)c1ccc(OCCN(C)C)cc1)c1ccc(OC)cc1	98.0	96.7	25.5	100.4	78.3	69.1	79.4	70.4
C#CCNC(=O)c1cc(C(=O)c2ccc(C)cc2)n2ccc(-c3ccncc3)cc12	82.8	98.6	99.4	101.4	86.9	95.9	82.1	88.2
CCOc1ccc(N2C(=O)N(c3ccc(C)cc3)C(=O)C2=S)cc1	107.6	88.9	84.4	104.2	89.7	87.8	95.3	79.1
O=C(/C=C/C(=O)Oc1ccccc1C(=O)O)Oc1ccccc1C(=O)O	121.1	86.7	98.3	96.8	105.8	96.8	111.6	103.4
Cc1onc(-c2ccccc2)c1C(=O)N/N=C/c1cc(Cl)cc(Cl)c1O	34.4	18.8	29.4	24.7	21.9	19.2	39.6	18.5
COc1cc(/C=C2\CN(S(=O)(=O)c3ccc(C)cc3)C/C(=C\c3cc(CN4CCOCC4)c(O)c(OC)c3)C2=O)cc(CN2CCOCC2)c1O	5.7*	10.6	10.4	-45.9*	8.8*	4.3*	-24.8*	4.3*
Cn1nc(-c2ccccc2)c(C(=O)c2ccccc2)c1Nc1ccccc1	113.8	100.8	96.1	111.5	90.3	85.1	74.1	.
Cc1cc(/C=C2\SC(=S)NC2=O)cc(C)c1O	81.3	95.3	92.8	107.2	89.0	70.4	68.6	62.0
O=C(Cc1ccccc1[N+](=O)[O-])NCC(O)c1ccc2c(c1)OCO2 (configuration not stated)	112.1	104.3	105.3	105.2	90.3	89.7	.	92.3
NS(=O)(=O)c1ccc(NC(=O)c2csc(-c3ccc([N+](=O)[O-])cc3)n2)cc1	105.7	82.2	96.0	104.8	86.4	101.9	90.2	97.1
CCCCN1C(=O)/C(=c2\sc3n(c2=O)C2C(NN=3)N(CCC)C(=O)N2CCC)c2ccccc21 (configuration not stated)	72.0	37.6	78.8	75.2	83.9	92.4	92.6	68.3
CC(C)CC(NC(=O)C(CCC(=O)O)NC(=O)C(CC(=O)O)NC(=O)C(CCCCN)NC(=O)C(C)NC(=O)C(NC(=O)C(CCC(=O)O)NC(=O)C(CC(=O)O)NC(=O)CNC(=O)C(CCCN=C(N)N)NC(=O)C(N)CCCN=C(N)N)C(C)O)C(N)=O (configuration not stated)	111.2	102.1	92.7	112.0	111.0	96.3	109.5	102.5

3 entries from above, set out differently:
Every second line gives: MDA-MB-231	MCF7	K-562	MDA-MB-468	CCRF-CEM	MOLT-4	RPMI-8226	SR
NS(=O)(=O)c1ccc(NC(=O)c2csc(-c3ccc([N+](=O)[O-])cc3)n2)cc1
  105.7	82.2	96.0	104.8	86.4	101.9	90.2	97.1
CCCCN1C(=O)/C(=c2\sc3n(c2=O)C2C(NN=3)N(CCC)C(=O)N2CCC)c2ccccc21 (configuration not stated)
  72.0	37.6	78.8	75.2	83.9	92.4	92.6	68.3
CC(C)CC(NC(=O)C(CCC(=O)O)NC(=O)C(CC(=O)O)NC(=O)C(CCCCN)NC(=O)C(C)NC(=O)C(NC(=O)C(CCC(=O)O)NC(=O)C(CC(=O)O)NC(=O)CNC(=O)C(CCCN=C(N)N)NC(=O)C(N)CCCN=C(N)N)C(C)O)C(N)=O (configuration not stated)
  111.2	102.1	92.7	112.0	111.0	96.3	109.5	102.5

Further structures follow.
SMILES	MDA-MB-231	MCF7	K-562	MDA-MB-468	CCRF-CEM	MOLT-4	RPMI-8226	SR
CCOC(=O)C(=O)/C(=C\c1ccc(Cl)cc1)C(=O)N1C(=S)NC(=O)C1CC(C)C (configuration not stated)	90.8	92.0	102.3	90.0	91.2	98.4	93.2	104.8
CNC(=O)c1cc(Oc2ccc3nc(Nc4cc(Cl)cc(Cl)c4)ccc3c2)ccn1	34.6	38.8	19.1	54.1	81.1	33.7	57.6	6.6*
OC(COc1ccccc1Cl)CN1CCN(c2ccc(Cl)cc2)CC1 (configuration not stated)	102.8	90.2	115.3	95.7	46.0	95.3	86.6	92.3
CCOC(=O)c1nnn(C(Cc2ccccc2Cl)C(=O)OCC)c1C (configuration not stated)	103.7	103.7	.	110.2	88.5	94.6	96.3	93.7
Cc1ccc(S(=O)(=O)c2nc(S(=O)(=O)NCc3ccccc3)sc2Cl)cc1	97.5	66.4	74.9	74.8	43.9	84.0	70.5	66.1
Cc1ccc(-c2cc(-c3ccc(N4CCOCC4)cc3)n3c(n2)nc2ccccc23)cc1	95.5	99.7	90.2	101.2	96.5	94.9	90.0	93.7
CCCCCCCCCC1OC(C)CC(C)O1 (configuration not stated)	113.1	99.4	.	111.5	103.7	.	104.8	.
C/C(=N\NC(=S)Nc1ccc(Br)cc1)c1cc2ccccc2oc1=O	23.2	6.5*	9.7*	-23.5*	12.5	18.1	16.3	0.9*
O=C(Nc1ncc(Cc2ccc(F)cc2)s1)C(=S)N1CCOCC1	101.5	99.8	100.8	103.3	100.9	101.2	107.8	107.6
